# Bioassay records from PubChem.
# CDK5 inh = inhibitors of human CDK5/p35 kinase, primary screen, biochemical, single concentration; Cyclin-dependent kinase 5 (Homo sapiens) + Cyclin-dependent kinase 5 activator 1 (Homo …; Recombinant CDK5/p35, ADP-Glo luminescence, 60 min; 330,000 compounds, 0.01% hits; AID 488839, 2010; inhibition, % at 10 µM;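 active = highest replicate inhibition of at least 50% and at least 75% of replicates reaching 50%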;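 note: plate controls were DMSO neutral control for no effect and GW8510 at 10 µM for full effect; many of its hits are not listed in these tables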
# DSG3 Ab inh = inhibitors of pemphigus antibody binding to DSG3, primary screen, biochemical, bead-based, flow cytometry, scFv-GFP | AID 588358, 2011 | Desmoglein-3 (Homo sapiens), P32926 | DSG3-coupled beads, scFv-anti-DSG3-GFP binding; stronger effect = lower value | binding (percent of control), % at 10 µM | 310,000 compounds, 0.48% hits;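 active = binding more than 3 SD below its plate's average and above zero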; note: some compounds called inactive have numbers as strong as hits
# Target sequence (P32926 whole entry, looked up): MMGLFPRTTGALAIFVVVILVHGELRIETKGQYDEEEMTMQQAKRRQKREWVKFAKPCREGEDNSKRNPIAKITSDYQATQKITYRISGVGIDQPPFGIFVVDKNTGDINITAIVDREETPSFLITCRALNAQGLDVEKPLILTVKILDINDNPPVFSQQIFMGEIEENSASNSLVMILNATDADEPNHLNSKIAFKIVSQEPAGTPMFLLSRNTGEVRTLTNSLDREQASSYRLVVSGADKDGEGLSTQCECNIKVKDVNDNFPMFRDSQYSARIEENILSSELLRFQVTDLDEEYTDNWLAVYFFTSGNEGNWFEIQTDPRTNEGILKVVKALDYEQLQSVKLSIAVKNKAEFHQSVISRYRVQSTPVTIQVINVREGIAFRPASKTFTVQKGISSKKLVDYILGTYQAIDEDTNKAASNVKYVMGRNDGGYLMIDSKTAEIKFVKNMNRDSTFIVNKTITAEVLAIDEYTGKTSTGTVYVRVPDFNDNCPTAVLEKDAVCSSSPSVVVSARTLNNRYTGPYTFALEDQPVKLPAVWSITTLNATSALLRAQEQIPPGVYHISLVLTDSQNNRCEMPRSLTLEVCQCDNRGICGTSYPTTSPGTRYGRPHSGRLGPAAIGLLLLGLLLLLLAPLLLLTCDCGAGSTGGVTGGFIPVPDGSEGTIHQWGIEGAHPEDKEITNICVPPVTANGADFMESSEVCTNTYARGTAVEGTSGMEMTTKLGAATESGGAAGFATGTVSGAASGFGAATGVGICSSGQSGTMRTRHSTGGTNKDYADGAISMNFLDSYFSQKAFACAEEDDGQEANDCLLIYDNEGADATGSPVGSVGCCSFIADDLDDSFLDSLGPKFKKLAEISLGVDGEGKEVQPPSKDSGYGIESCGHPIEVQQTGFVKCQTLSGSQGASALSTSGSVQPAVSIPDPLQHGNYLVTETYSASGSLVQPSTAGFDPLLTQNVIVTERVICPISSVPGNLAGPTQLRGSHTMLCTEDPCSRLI
# MITF TRPM1 HTS = activators of MITF-driven TRPM1 promoter reporter, primary screen, cell-based, SK-MEL-5, luciferase, single point; activation, % at 12.5 µM; 300,000 compounds, 0.75% hits; AID 588334, 2011; SK-MEL-5 TRPM1-promoter luciferase, 24 h; % of positive control, neutral wells = 0;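 active = mean activation of at least 80% with every replicate also reaching 80%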;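 note: 0% = neutral control wells and 100% = parthenolide positive control wells; values of inactives mirror those of a sister screen read the other way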
# PKA-R2B activ = activators of PKA-R2B holoenzyme, primary screen, biochemical, fluorescence polarization, Cy5-IP20, human | cAMP-dependent protein kinase catalytic subunit beta (Homo sapiens) + cAMP-dependent … | PKA-R2B holoenzyme dissociation; R2B truncated from residue 108, S112A mutant; 0% DMSO only, 100% 113 µM cGMP | activation, % at 11.4 µM | 340,000 compounds, 0.079% hits;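 active = activation above a cutoff set at the mean over all compounds plus 3 SD, cut at about 18% in these data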;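 note: higher means more holoenzyme dissociation and a rise in polarization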
# PKA-R1A activ = activators of PKA-R1A holoenzyme, primary screen, biochemical, fluorescence polarization, Cy5-IP20, bovine R1A, mouse PKAc; cAMP-dependent protein kinase type I-alpha regulatory subunit (Bos taurus) + …; 340,000 compounds, 0.083% hits; activation, % at 11.4 µM; PKA-R1A dissociation; scaled: DMSO 0%, 113 µM cGMP 100%;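 active = percent activation above the mean of all tested compounds plus 3 SD, cut at about 19% in these data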;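 note: higher means more PKAc released from R1A so a rise in polarization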
# Mot1-301 SUMO = yeast Mot1-301 growth rescue at high temperature, primary screen, SUMOylation pathway inhibitor project, S. cerevisiae, ATP luminescence, 38.5C; S. cerevisiae Mot1-301 growth rescue; percent above DMSO median, 100 means doubled; 320,000 compounds, 1% hits; growth rescue, % at 18.8 µM;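 active = every valid replicate shows activation above 250% relative to neutral control wells; inactive = the rest, any valid replicate at or below 250%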;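 note: OY570 slx delta 5 strain wells were the positive control but not used for scaling; some compounds called inactive have numbers as strong as hits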
# SR-BI uptake up = activators of SR-BI mediated DiI-HDL uptake, primary screen, ldlA[mSR-BI] CHO cells, DiI fluorescence; 3 h; 100 = double the neutral-control signal; activation, % at 12.5 µM; 320,000 compounds, 0.096% hits;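 active = mean replicate activation of at least 60% and every replicate at or above 60%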;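 note: 0% = median plate neutral-control signal and 100% = twice that signal; values of inactives mirror those of a sister screen read the other way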
#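 Assay system: CHO ldlA[mSR-BI] cells, LDL receptor-null, SR-BI overexpressing; medium: Ham's F12 with 0.5% BSA, HEPES 25 mM, pH 7.4; also added: DiI-HDL 10 µg/mL; timing: 3 h uptake period with compound, 37 °C; signal: DiI fluorescence, bottom read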
# NSD2 HMT inh = NSD2 histone methyltransferase inhibitors, primary screen, biochemical, AlphaScreen, single concentration, set 2; Histone-lysine N-methyltransferase NSD2 (Homo sapiens), O96028; NSD2 peptide methylation, 120 min; inhibition, % at 12.5 µM; 310,000 compounds, 0.54% hits; AID 743445, 2014; in the data active = inhibition above about 50%
# dFosB act = activators of delta FosB homodimer, primary screen, biochemical, fluorescence polarization, TAMRA-CDK5 oligo, single point; activation, % at 25 µM; purified delta FosB; percent of positive-control signal above neutral wells; 340,000 compounds, 0.99% hits; Protein FosB (Mus musculus), P13346; AID 493131, 2011;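 active = mean activation above about 17%, with every replicate also reaching it, limit read from the data, passing the limit was not always enough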;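 note: fluorescence polarization rise as delta FosB binds a TAMRA Cdk5 AP-1 oligo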
# Arr AP2 block = inhibitors of beta-arrestin/AP2 binding, primary screen, biochemical, GPCR trafficking, flow cytometry. beta-arrestin 1 C-terminal peptide binding to AP2 beta2-adaptin appendage (human). FITC-arrestin peptide / GST-AP2 beads; AP2 beta2 appendage carries R879A mutation. inhibition, % at 10 µM. 340,000 compounds, 0.31% hits. AID 504490, 2011;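 active = inhibition above a set limit, near 3 SD of compounds lacking own fluorescence, cut at about 54% in these data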;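 note: plate controls were DMSO wells for no effect and 5 µM unlabelled arrestin peptide for full effect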
#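 system = GST-tagged AP2 beta2-adaptin appendage (R879A) on 4 µm glutathione beads | reagent = FITC-labelled arrestin peptide probe, 50 nM final | schedule = compound with beads 12 min RT, then probe 1 h RT | signal = HyperCyt-sampled flow cytometry, FL1 channel, ex 488/em 535 nm | read-out = percent response from loss of bead-bound FITC fluorescence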
# SR-BI HDL uptake = inhibitors of SR-BI mediated HDL lipid uptake, primary screen, ldlA[mSR-BI] cells, fluorescence, single point. inhibition, % at 12.5 µM. ldlA[mSR-BI] CHO cells, DiI-HDL uptake fluorescence, 3 h. AID 488896, 2010. 320,000 compounds, 0.96% hits;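 active = mean replicate inhibition of at least 70% and a set share of replicates each scoring 70 or more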;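 note: 0% = median of neutral control wells and 100% = median of positive control wells; values of inactives mirror those of a sister screen read the other way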
# The depositor's hits bear a star; nt = no result given.
SMILES,CDK5 inh,DSG3 Ab inh,MITF TRPM1 HTS,PKA-R2B activ,PKA-R1A activ,Mot1-301 SUMO,SR-BI uptake up,NSD2 HMT inh,dFosB act,Arr AP2 block,SR-BI HDL uptake
Cc1ccc(N2CCN(/N=C/c3cccs3)CC2)cc1,1.5,nt,32,4,-1,-3,-28,5,-3,23,28
CCOC(=O)Cc1nn(Cc2ccccc2)c(=O)c2ccccc12,-1.6,100,-8,-7,-8,622,-1,-9,-6,49,1
COc1ccc(-n2c(SCC3OCCO3)nc3c(sc(=S)n3-c3ccccc3)c2=O)cc1OC,1.0,nt,-1,5,-7,4,-11,0,-4,-25,11
O=C(CCCNS(=O)(=O)c1cccc2nsnc12)NC1CCCCC1,0.2,nt,-8,-1,-2,53,9,0,1,1,-9
Cc1cccc(C(=O)NNC(=O)c2ccc(NS(=O)(=O)c3cccs3)cc2)c1C,0.0,nt,-11,-2,-5,-20,-23,5,-1,-2,23
COc1ccc(CCNC(=O)COC(=O)/C=C/c2ccc3c(c2)OCO3)cc1OC,1.6,106,31,-12,-7,-14,-8,1,-6,-2,8
O=c1oc2ccccc2c(NCCO)c1[N+](=O)[O-],0.2,101,3,-5,-6,32,3,-4,-1,-13,-3
COc1ccc(S(=O)(=O)N2CCCCC2)cc1NC(=O)CCCOc1ccccc1,1.9,104,-11,-12,0,3,-27,-5,-5,-41,27
Cc1ccccc1-c1nc(CSc2nc3c(c(=O)[nH]2)CCC3)c(C)o1,1.6,96,8,0,-2,-8,-9,nt,-13,9,9
Nc1nc2n(n1)C(=O)CC(c1ccccc1)N2 (centres undefined),-3.8,105,-16,5,7,-22,-3,-1,10,1,3
CC(C)(Oc1ccc(Cl)cc1)C(=O)NCC(c1cccs1)N1CCOCC1 (centres undefined),0.7,96,-11,-10,-10,84,27,-14,-10,-8,-27
O=C(O)c1ccccc1Nc1ccnc(C(F)(F)F)c1,-0.7,97,nt,4,15,-9,4,-1,9,-21,-4
CCCCCCCCCCOC(=O)Cn1c(COc2ccc(Cl)cc2)[n+](C)c2ccccc21,1.3,109,-19,1,-13,-58,-5,7,-118,-3,5
COCc1cc(C)nc(Nc2ccccc2C)c1C#N,-1.0,nt,5,1,-11,4,10,-1,0,5,-10
CC(O)C(NC=C1C(=O)OC(C)(C)OC1=O)C(=O)O (centres undefined),1.7,100,-1,-10,1,-14,8,-3,4,37,-8
CCOC(=O)C1(NC(=O)C2(NC(=O)CN3C(=O)c4ccccc4C3=O)CCCC2)CCCC1,-0.7,93,-2,-3,4,nt,0,-2,0,31,0
O=C(COc1ccccc1)NCC(=O)N/N=C/c1ccccc1,-4.4,103,5,-9,-14,-4,15,1,5,-11,-15
CSc1ccc(C=O)cc1,-0.4,98,0,-2,-9,8,8,nt,3,11,-8
Cn1c(N)c(C(=O)COC(=O)CSc2ccc3ccccc3c2)c(=O)n(C)c1=O,0.1,108,-16,1,-9,-9,27,2,-8,12,-27
CC(OC(=O)CCc1c[nH]c2ccccc12)C(=O)c1ccccc1 (centres undefined),-0.4,105,-8,0,-9,-21,1,nt,-9,13,-1
COc1ccccc1NC(=O)c1ccc(NC(=O)c2nc3nccc(C)n3n2)cc1,-0.7,113,14,-3,0,9,-51,3,-10,-4,51
CCn1c(=N)n(CCO)c2ccccc21,0.1,nt,-4,7,-12,0,58,nt,-5,-7,-58
O=C(CN1CCN(S(=O)(=O)c2ccc(Br)cc2)CC1)N/N=C/c1ccc(Br)s1,-0.5,94,-9,0,15,4,-6,nt,-7,0,6
CCOc1ccc(NC(=O)CN(C)C(=O)c2ccc3nc(CC)c(CC)nc3c2)cc1OCC,0.7,nt,6,-2,-2,-5,-66,2,-3,-1,66
O=C(NCCN1C(=O)S/C(=C\c2ccccc2F)C1=O)C1CC(=O)N(Cc2ccccc2)C1 (centres undefined),0.4,88,-3,-2,1,-2,26,-1,-4,-2,-26
CCOC(=O)c1cnc2c(ccc3ccccc32)c1NCCCN(C)C,-0.2,118,nt,7,7,22,25,-4,-3,6,-25
CCSCc1nnc(SCC(=O)Nc2cccc(C(C)=O)c2)n1C,-0.2,99,2,-2,-7,12,-7,-1,-10,39,7
CCCC(=O)N(c1ccc2oc(=O)sc2c1)S(=O)(=O)c1ccccc1,0.0,114,nt,-19,-8,16,-1,nt,-8,11,1
CSc1cccc(NC(=O)c2cnccn2)c1,1.9,nt,24,3,-1,6,16,0,4,27,-16
O=C(NCc1ccc2c(c1)OCO2)C1CCCN(S(=O)(=O)c2cccnc2)C1 (centres undefined),5.9,112,nt,-3,-14,-24,39,nt,-6,4,-39
C/C(N)=C(/C#N)C(=O)CSc1ccc2c(c1)OCCO2,1.1,108,nt,-7,7,8,22,0,-1,3,-22
O=S1(=O)[C@H]2C[C@@H]3C=C[C@@]2(CN1Cc1ccc(Cl)cc1)O3,-0.4,104,-9,-8,-3,4,10,nt,6,1,-10
Fc1ccc(NC(=S)N2CCCCC2)cc1,-1.0,107,-2,-12,3,-10,28,-2,-2,-8,-28
Cc1ccc(NC(=O)COC(=O)Cc2ccsc2)c(C)c1,1.8,98,-5,-7,2,0,13,1,2,40,-13
O=C(CSc1ccc(Br)cc1)N1CCN(C(=O)c2ccco2)CC1,-2.3,108,1,2,4,96,-2,-1,-4,10,2
CCN1C[C@@H]2[C@@H]3C(=O)N(C)C(=O)[C@@H]3[C@](C)(C1=O)N2C(=O)c1ccc(F)cc1,2.4,104,-2,-4,-4,nt,16,nt,-2,3,-16
Cc1ccc(C(=O)N/C(=C\c2cccs2)C(=O)N2CCCCCC2)cc1,1.5,107,13,6,-8,-11,-8,-1,-6,0,8
Cc1cccc(C)c1OCCCCCNCCO,2.6,107,-3,-8,-7,19,3,2,4,11,-3
O=C(NC(=S)Nc1ccccc1F)c1ccc(Br)o1,-2.4,104,34,-11,-1,0,nt,-2,-2,1,nt
COc1ccccc1C(CNC(=O)c1ccc(-c2ccccc2Cl)o1)N1CCCC1 (centres undefined),0.9,109,22,-11,-2,-1,-10,-1,5,36,10
Cc1cc(C)n(S(=O)(=O)c2ccccc2)n1,0.9,89,9,-3,-17,4,-1,-4,1,2,1
NC(=O)c1ccc(=O)n(C2OC(CO)C(O)C2O)c1 (centres undefined),1.5,98,2,-11,-13,nt,39,0,11,19,-39
COc1ccc(C2C(Oc3ccccc3C)C(=O)N2Cc2ccc(F)cc2)cc1OC (centres undefined),0.1,98,12,3,-8,-28,-6,-4,4,3,6
CCCC(CC)Sc1nc2c([nH]1)c(=S)n(C)c(=O)n2C (centres undefined),-0.2,91,-16,6,1,nt,-23,2,-6,7,23
Cc1c(C(=O)OCC(=O)NCc2ccc3c(c2)OCO3)cccc1[N+](=O)[O-],0.2,108,-6,-2,0,4,8,-2,-2,24,-8
CC(C)CCNC(=O)CC1Nc2c3ccccc3nc(=S)n2C1=O (centres undefined),-1.1,nt,nt,-3,-12,7,33,-3,-1,-11,-33
O=C(NC(=S)N(CCCCO)C1CCCCC1)c1sc2ccccc2c1Cl,0.9,123,-2,-2,1,39,6,2,-25,4,-6
CC1CC(C)CN(C(=O)Cn2c(=O)c3cccn3c3cccnc32)C1 (centres undefined),0.0,95,0,-3,-2,243,11,3,-6,-9,-11
CC1CCN(S(=O)(=O)c2ccc3c(c2)N(CC(=O)NCc2cccnc2)C(=O)CS3)CC1,1.0,105,6,4,5,-1,20,-1,-5,-1,-20
C#CCNC(=O)C1=C[C@H](c2cn(C(C)=O)c3ccccc23)[C@@H](CCCO)[C@H](OCC)O1,-7.9,111,-11,-10,-11,39,-9,nt,-6,0,9
COc1ccc2nc3sc(C(=O)N4CCN(C)CC4)cc3cc2c1,0.0,101,15,-6,3,13,0,4,-24,-8,0
CCN(C[C@H]1N[C@@](CC)(C(=O)OC)[C@H]2C(=O)N(C)C(=O)[C@@H]12)S(=O)(=O)c1ccc(OC(F)(F)F)cc1,10,103,2,-2,-10,-10,2,nt,-6,6,-2
CCc1ccc(CN(C)C(=O)c2cc(COc3c(F)cccc3F)on2)cc1,-1.6,110,-4,-12,0,8,17,-3,-3,-5,-17
Cc1cccc(C)c1NC(=S)N(Cc1ccccc1)Cc1cccs1,-1.5,105,-1,-3,7,21,45,-3,-5,5,-45
O=C(CSc1cccc[n+]1[O-])Nc1ccccc1Oc1ccccc1,0.7,nt,2,2,-7,4,19,-3,0,-16,-19
NC(=O)c1cc(-c2ccccc2)nc2ccc(Br)cc12,1.1,96,nt,nt,nt,19,9,-3,23*,-23,-9
CCOC(=O)n1n[n+]([O-])c2ccccc21,-0.2,100,14,5,4,8,23,0,-5,1,-23
O=C(COC(=O)Cn1cnc2ccccc2c1=O)NCc1ccccc1Cl,-0.6,104,16,-1,-8,-7,nt,-2,3,8,nt
CCOc1ccccc1Nc1ncccc1C(=O)O,-0.3,101,-6,-7,11,-7,5,nt,3,1,-5
